Source: PubChem BioAssay (several laboratories)
OX1R antag-1: antagonists of human orexin 1 receptor; CHO/OX1R cells, Fluo-8 calcium fluorescence, orexin A; 0.43% of 330,000 active; AID 434989; inhibition, % at 5 µM;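 active = inhibition above its plate's threshold, mean inhibition of all tested compounds on the plate plus 3 SD, cut at about 37% in these data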;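 note: 0% = orexin A challenge wells and 100% = SB-334867-A antagonist wells; not every result past the cut was called active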
Target sequence (O43613 whole entry, looked up): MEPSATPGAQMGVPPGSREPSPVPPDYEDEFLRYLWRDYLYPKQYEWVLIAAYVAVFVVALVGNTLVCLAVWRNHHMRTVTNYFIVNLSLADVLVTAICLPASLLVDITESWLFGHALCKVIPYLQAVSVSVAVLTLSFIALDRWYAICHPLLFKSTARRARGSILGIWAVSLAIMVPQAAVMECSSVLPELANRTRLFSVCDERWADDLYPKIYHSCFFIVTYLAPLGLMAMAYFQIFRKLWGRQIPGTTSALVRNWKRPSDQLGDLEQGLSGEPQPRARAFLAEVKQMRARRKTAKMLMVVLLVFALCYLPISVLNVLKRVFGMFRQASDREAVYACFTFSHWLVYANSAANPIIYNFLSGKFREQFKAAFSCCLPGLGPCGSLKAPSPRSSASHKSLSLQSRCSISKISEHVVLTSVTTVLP
OX1R antag-2: blocks the human orexin 1 receptor | O43613 | OX1R-expressing cells, FRET antagonist read-out | inhibition, % at 6.6 µM | 1.8% of 330,000 active | AID 485270; in the data active = inhibition mostly above about 38%, no sharp cut-off; inactive = mostly below about 40%;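 note: 0% = agonist challenge alone and 100% = reference antagonist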
CHT allo act: human CHT allosteric activation | Q9GZV3 | CHT-expressing cells, membrane potential dye, choline EC20; active compounds read high; LV-AA mutant CHT in HEK293 cells | B-score at 10 µM | 0.49% of 310,000 active | AID 488977;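 active = initial fluorescence not abnormally high and integrated response B-score, plate-corrected, over 3 SD above library mean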
Target sequence (Q9GZV3 whole entry, looked up): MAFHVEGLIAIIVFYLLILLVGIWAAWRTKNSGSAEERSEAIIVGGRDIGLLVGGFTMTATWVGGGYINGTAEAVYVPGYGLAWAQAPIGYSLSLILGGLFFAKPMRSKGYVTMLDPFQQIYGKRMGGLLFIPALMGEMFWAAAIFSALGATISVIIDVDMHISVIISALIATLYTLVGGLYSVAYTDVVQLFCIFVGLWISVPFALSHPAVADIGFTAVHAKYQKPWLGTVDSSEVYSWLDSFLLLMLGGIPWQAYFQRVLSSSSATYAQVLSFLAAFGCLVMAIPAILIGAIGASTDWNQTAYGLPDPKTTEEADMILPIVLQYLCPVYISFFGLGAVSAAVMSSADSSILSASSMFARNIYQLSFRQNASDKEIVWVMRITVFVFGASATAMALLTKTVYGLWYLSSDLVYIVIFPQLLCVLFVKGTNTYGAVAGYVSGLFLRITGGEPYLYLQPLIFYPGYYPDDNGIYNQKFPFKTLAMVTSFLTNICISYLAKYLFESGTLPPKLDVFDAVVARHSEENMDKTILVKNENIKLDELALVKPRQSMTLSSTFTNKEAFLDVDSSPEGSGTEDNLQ
* = called active by the depositor; i = inactive; nt = not tested or not shown. Compounds as they come (roughly 2.5% active in at least one column).

The opening 18 records (preview)
structure | OX1R antag-1 | OX1R antag-2 | CHT allo act
COc1ccc(OC)c(C2=NS(=O)(=O)N(C)C(C(=O)Nc3cccc(C(C)=O)c3)=C2)c1 | -2 | 12 | i
CC1C(=O)N2CCCc3cc(S(=O)(=O)Nc4ccccc4F)cc1c32 (centres undefined) | -20 | 33 | i
O=C(Nc1cccs1)Nc1c(F)c(F)cc(F)c1F | -1 | 15 | i
CCOC(=O)c1nn(-c2cccc(OC)c2)c2nc(CC)c(C#N)c(=O)n12 | -23 | 2 | i
CC1CCCCN1C(=O)COC(=O)c1cc([N+](=O)[O-])ccc1N1CCOCC1 (centres undefined) | -14 | 40 | i
O=C(Nc1ccc2nc(-c3cccs3)[nH]c2c1)c1ccco1 | -4 | 24 | i
CCOc1cc(S(=O)(=O)NCC2OCCc3ccccc32)c(OCC)cc1-n1cnnn1 (centres undefined) | -36 | 7 | i
Cc1ccc(NC(=O)N(Cc2cccs2)Cc2cc3cc4c(cc3[nH]c2=O)OCO4)cc1 | -17 | -6 | i
CC(NC(=O)c1cc(Br)cs1)C1CCCO1 (centres undefined) | -3 | 13 | i
Cc1ccc(-c2nc(-c3ccncc3)no2)c(Cl)c1 | -27 | -2 | i
Cc1ccc(-n2c(C)cc(/C=C3\SC(=O)NC3=O)c2C)cc1 | -10 | 5 | i
O=C(NCc1ccco1)C1CC(c2c(Cl)cccc2Cl)=NO1 (centres undefined) | -12 | 19 | i
CCN(c1ccccc1)S(=O)(=O)c1ccc(Cl)c(NC(=O)CN2C(=O)NC3(CCCC3)C2=O)c1 | -27 | 25 | i
CCSc1nnc(NC(=O)C2CCN(S(=O)(=O)c3ccccc3C(F)(F)F)CC2)s1 | -36 | 10 | i
O=C1C(Cl)=C(NS(=O)(=O)c2ccc([N+](=O)[O-])cc2)C(=O)c2ccccc21 | 0 | 45* | i
Cc1ccc(C(=O)NC(=S)Nc2ccc(Oc3ccc(Cl)cc3)cc2)cc1 | -7 | 13 | i
CSCCC(NC(=O)c1ccccc1)C(=O)NCCCn1nc(C)cc1C (centres undefined) | -39 | 15 | nt
CC(=O)c1cccc(NC(=O)N2CCCC(C(=O)c3cc(F)ccc3F)C2)c1 (centres undefined) | -17 | 7 | i

Main list, repeating the preview:
structure | OX1R antag-1 | OX1R antag-2 | CHT allo act
COc1ccc(OC)c(C2=NS(=O)(=O)N(C)C(C(=O)Nc3cccc(C(C)=O)c3)=C2)c1 | -2 | 12 | i
CC1C(=O)N2CCCc3cc(S(=O)(=O)Nc4ccccc4F)cc1c32 (centres undefined) | -20 | 33 | i
O=C(Nc1cccs1)Nc1c(F)c(F)cc(F)c1F | -1 | 15 | i
CCOC(=O)c1nn(-c2cccc(OC)c2)c2nc(CC)c(C#N)c(=O)n12 | -23 | 2 | i
CC1CCCCN1C(=O)COC(=O)c1cc([N+](=O)[O-])ccc1N1CCOCC1 (centres undefined) | -14 | 40 | i
O=C(Nc1ccc2nc(-c3cccs3)[nH]c2c1)c1ccco1 | -4 | 24 | i
CCOc1cc(S(=O)(=O)NCC2OCCc3ccccc32)c(OCC)cc1-n1cnnn1 (centres undefined) | -36 | 7 | i
Cc1ccc(NC(=O)N(Cc2cccs2)Cc2cc3cc4c(cc3[nH]c2=O)OCO4)cc1 | -17 | -6 | i
CC(NC(=O)c1cc(Br)cs1)C1CCCO1 (centres undefined) | -3 | 13 | i
Cc1ccc(-c2nc(-c3ccncc3)no2)c(Cl)c1 | -27 | -2 | i
Cc1ccc(-n2c(C)cc(/C=C3\SC(=O)NC3=O)c2C)cc1 | -10 | 5 | i
O=C(NCc1ccco1)C1CC(c2c(Cl)cccc2Cl)=NO1 (centres undefined) | -12 | 19 | i
CCN(c1ccccc1)S(=O)(=O)c1ccc(Cl)c(NC(=O)CN2C(=O)NC3(CCCC3)C2=O)c1 | -27 | 25 | i
CCSc1nnc(NC(=O)C2CCN(S(=O)(=O)c3ccccc3C(F)(F)F)CC2)s1 | -36 | 10 | i
O=C1C(Cl)=C(NS(=O)(=O)c2ccc([N+](=O)[O-])cc2)C(=O)c2ccccc21 | 0 | 45* | i
Cc1ccc(C(=O)NC(=S)Nc2ccc(Oc3ccc(Cl)cc3)cc2)cc1 | -7 | 13 | i
CSCCC(NC(=O)c1ccccc1)C(=O)NCCCn1nc(C)cc1C (centres undefined) | -39 | 15 | nt
CC(=O)c1cccc(NC(=O)N2CCCC(C(=O)c3cc(F)ccc3F)C2)c1 (centres undefined) | -17 | 7 | i
CC(C)c1ccc(C(=O)Nc2cccnc2)cc1 | -15 | -2 | i
O=C(Nc1ccc2c(c1)CCC2)C1CCN(c2c3c(nc4ncnn24)CCC3)CC1 | -33 | 21 | i
COc1cccc(-c2nc(CS(=O)(=O)CC(=O)N3CCN(C4CCCCC4)CC3)c(C)o2)c1 | -33 | 16 | i
CC(C)(C)c1cc(C(=O)O)c(CN2CCCCC2)o1 | -12 | 17 | i
CCCn1c2ccccc2c2cnn(CC(=O)N3CCOCC3)c(=O)c21 | -21 | 11 | i
Cc1cccc(/C=N/NC(=O)c2cc3c(s2)-c2ccccc2CC3)c1 | 81* | 87* | i
COc1ccc2nc(C)cc(SCC(=O)NNC(=O)COc3cccc4ccccc34)c2c1 | 14 | 71* | i

Sorted by length of the SMILES (rising): part of the list above
structure | OX1R antag-1 | OX1R antag-2 | CHT allo act
O=C(Nc1ccc2nc(-c3cccs3)[nH]c2c1)c1ccco1 | -4 | 24 | i
CCOc1cc(S(=O)(=O)NCC2OCCc3ccccc32)c(OCC)cc1-n1cnnn1 (centres undefined) | -36 | 7 | i
Cc1ccc(NC(=O)N(Cc2cccs2)Cc2cc3cc4c(cc3[nH]c2=O)OCO4)cc1 | -17 | -6 | i

Going on with the list:
structure | OX1R antag-1 | OX1R antag-2 | CHT allo act
CCCNc1c(NS(=O)(=O)c2c(F)c(F)c(F)c(F)c2F)c(=O)oc2ccccc12 | -15 | 45 | i
CCOCCn1c(CN2CCN(CC)CC2)nc2c1c(=O)n(C)c(=O)n2C | -10 | 5 | i
CCc1cc2c(=O)n(CCCOC)c(SCC(=O)Nc3oc(C)c4c(C)n[nH]c(=O)c34)nc2s1 | -36 | 28 | i
CC(Oc1ccc(-n2cnnn2)cc1)C(=O)O (centres undefined) | -13 | 19 | i
CC(C)N(C(=O)[C@H]1C[C@H](CC(=O)NCc2ccco2)C(=O)N2CCc3c([nH]c4cc(CCC(=O)N(C)C)ccc34)[C@]12C)C(C)C | -20 | 9 | nt
CSc1nnc2c(n1)OC=Nc1ccc(Br)cc1-2 | 4 | 7 | i
CCOC(=O)c1csc(-c2snnc2C)n1 | -4 | 16 | i
C=CCNc1nc(C(=O)OCC(=O)Nc2ccc(S(N)(=O)=O)cc2)cs1 | -8 | 11 | i
COC(=O)c1cccc(NC(=O)Cn2nnc3ccccc32)c1 | -17 | 2 | i
Cn1c(=O)oc2cc(S(=O)(=O)NCc3ccccc3)ccc21 | -6 | 2 | i
Cc1ccc(CCNC(=O)C2CCN(S(=O)(=O)N3CCOCC3)CC2)cc1 | -6 | 5 | i
O=C1CN(c2nc(-c3ccccc3)c3cc(Cl)ccc3n2)c2ccccc2N1 | -4 | 0 | i
CCc1nnc(NC(=O)C(C)Sc2ccccc2)s1 (centres undefined) | -8 | 11 | i
O=C(NNS(=O)(=O)c1ccccc1[N+](=O)[O-])c1cccc(Cl)c1 | -3 | 4 | i
Cc1nn2c(C(F)(F)F)c3c(nc2c1-c1ccccc1)CCC3 | -13 | 29 | i
C=CCn1c(SCc2cc(=O)n3ccsc3n2)nnc1C1CCCCC1 | -24 | 11 | i
CCCCN(C(=O)c1cccc(-n2cnnn2)c1)c1c(N)n(CC(C)C)c(=O)[nH]c1=O | 8 | 6 | nt
OC1=C(O)c2nc3ccccc3nc21 | 0 | 14 | i
CSc1ncc2c(n1)-c1cc(C)ccc1SC2 | 1 | 27 | i
COc1ccc(/C=C(\C#N)C(=O)OCC(=O)NC2CC2)cc1 | -5 | 12 | i
Cc1ccc(CNC(=O)c2ccc(N3CCC4(CC3)CC(c3cccc(Br)c3)=NO4)c(NC(=O)c3ccc(Cl)c([N+](=O)[O-])c3)c2)cc1 | -3 | 5 | nt
CC(=O)c1c(N2CCN(Cc3ccccc3)CC2)nc(=S)n(-c2ccccc2)c1C | -12 | 17 | i
COCCN(C(=O)CCC(=O)Nc1nccs1)C(C(=O)NCCC(C)C)c1ccc(F)cc1 (centres undefined) | -17 | 26 | i
CS(=O)(=O)N1CCCC(C(=O)NCCc2ccccc2)C1 (centres undefined) | -11 | 37 | i
c1coc(CNCCCN2CCOCC2)c1 | -14 | 6 | i
O=C1N/C(=C/c2cccn2-c2ccccc2)C(=O)N1c1cccc(Cl)c1 | 5 | 4 | i
Cc1ccc(S(=O)(=O)NCC(=O)OCC(=O)N(C)C2CCS(=O)(=O)C2)cc1 (centres undefined) | -9 | -1 | i
Cc1c(Cl)cccc1Nc1nc(NCCO)c2ccccc2n1 | -24 | 3 | i
COc1ccc(S(=O)(=O)N2CCC(C(=O)NC3CC3)CC2)cc1 | 15 | 12 | i
Cc1ccccc1C(=O)NC1CC2CCC(C1)N2Cc1ccccc1 (centres undefined) | -9 | 6 | i
Cn1nnnc1SCC(=O)Nc1ccc(Br)cc1Br | -8 | 2 | nt
Cc1cc(C)n(-c2nc3ccccc3c(=O)n2OCCOc2ccccc2)n1 | -16 | 17 | i
CC(=O)c1c(C)[nH]c(C(=O)OCc2cccc(C)c2)c1C | -20 | 13 | i
CCOC(=O)Cc1csc(NC(=O)Nc2cccs2)n1 | -5 | -1 | i
COc1cccc(/C=N/N2CCN(c3ccc(Cl)cc3)CC2)c1OC | -9 | 12 | i
CCn1c(SCC(=O)Nc2ccccc2-c2ccccc2)nnc1-c1ccoc1C | 1 | 59 | i
O=C(Nc1ncnc2sc3c(c12)CCCCC3)c1ccc(F)cc1 | -23 | 7 | i
COCc1c(C(N)=O)nnn1-c1nonc1N | 7 | 10 | i
CCOc1ccc(OC(=O)c2ccc3c(=O)n4c(nc3c2)CCC4)cc1 | -2 | 25 | i
O=C(Cc1ccc(Cl)cc1)Nc1ccccc1Sc1ccccc1 | -41 | 18 | i
CCNC(=O)COC(=O)c1ccc(S(=O)(=O)N2CCCCCC2)cc1 | -17 | 17 | i
C/C(=N\NC(=O)CCn1nnc2ccccc21)c1ccco1 | -4 | 6 | i
CN(C)S(=O)(=O)N1CCN(C(=O)N(c2ccccc2)c2ccccc2)CC1 | -20 | 11 | i
CC(C)NC(=O)CCn1c(=S)oc2ccccc21 | -20 | 4 | i
Cc1ccc(Oc2nsnc2N2CCOCC2)cc1 | -7 | 13 | i
S=c1[nH]ccn1-c1cccc(Cl)c1Cl | -4 | 39 | i
O=C(OCCN1CCN(C2=NS(=O)(=O)c3ccccc32)CC1)c1ccccc1F | -21 | 17 | i
CN(C(=O)CSc1nnc(-c2ccncc2)n1-c1ccccc1)C1CCS(=O)(=O)C1 (centres undefined) | 5 | 17 | i
O=C(Nc1ccc2c(c1)Cc1ccccc1-2)c1cccnc1 | -8 | 22 | i
O=C(CSc1nc2[nH]c(=O)cc(O)c2s1)Nc1ccc(Cl)c(C(F)(F)F)c1 | -9 | 7 | nt

Remaining list, next part
structure | OX1R antag-1 | OX1R antag-2 | CHT allo act
CC(C)OC(=O)CSc1nnc(-c2cccnc2)n1N | -10 | 9 | i
COc1cc(-c2nn3c(-c4ccccc4)nnc3s2)cc(OC)c1OC | -21 | 18 | i
CC(C)Cc1cc(C(=O)Nc2c(F)cc(F)cc2Br)no1 | -32 | 12 | i
CC(C(=O)N1CCN(c2ccccc2F)CC1)c1ccc([N+](=O)[O-])cc1 (centres undefined) | -30 | 12 | i
c1ccc(CSc2nc3ncccn3n2)cc1 | -9 | 9 | nt
CCCCOC(=O)CCc1c(C)[nH]c(=O)c(C#N)c1C | -13 | 22 | i
CC(C)OC(=O)C1C2C=CC3(CN(C(C)c4ccc(Br)cc4)C(=O)C13)O2 (centres undefined) | -22 | 13 | i
c1ccc(-c2nn3c(Cn4cnc5ccccc54)nnc3s2)cc1 | -16 | 15 | i
Cc1ccccc1Cn1c(=O)[nH]c2ccccc21 | -19 | 16 | i
Cc1cc(NC(=O)CCC(=O)N(Cc2cccs2)C(C(=O)NC2CCCC2)c2cccnc2)no1 (centres undefined) | 25 | 51 | i
Cc1ccc(S(=O)(=O)NCC(=O)N2CCOCCOCCOCCOCC2)cc1 | -5 | 16 | i
CCCCCCn1c(CN2CCCCC2C)nc2c1c(=O)n(C)c(=O)n2C (centres undefined) | -13 | 14 | i
CN(Cc1ccccc1)c1ncc(C=O)s1 | -3 | 12 | i
N#Cc1cccc(NC(=O)CNC(=O)Cc2ccccc2)c1 | -17 | 19 | i
CC1CCN(C(C)C(=O)Nc2cc(S(=O)(=O)N3CCCCC3)ccc2Cl)CC1 (centres undefined) | -1 | -2 | nt
CC1CCc2c(sc(/N=C/c3cccnc3)c2C(N)=O)C1 (centres undefined) | -20 | 18 | i
O=S(=O)(c1ccc(N2CCN(CCO)CC2)nc1)N1CCOCC1 | -20 | 23 | i
